High-throughput results (PubChem BioAssay)
NCOA2 inhibitor: inhibition of GAL4-SRC2 driven luciferase reporter, primary screen, SRC2 inhibitor project, cell-based, luminescence; Nuclear receptor coactivator 2 (Homo sapiens), Q15596; HEK293 GAL4-SRC2 luciferase reporter; inhibition, % at 9 µM; 0.17% of 370,000 active; AID 651957, 2012;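 active = inhibition above the mean inhibition of all tested compounds plus 3 SD, set per campaign, cut at about 52% in these data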;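 also: 0% = DMSO treated cells and 100% = cells given Gossypol at 36 µM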
NCOA3 inh: SRC3 coactivator transcriptional activity inhibitors, primary screen, cell-based, luminescence. HEK293 GAL4-SRC3 luciferase reporter. 0.17% of 360,000 active. inhibition, % at 3.6 µM. Nuclear receptor coactivator 3 (Homo sapiens), Q9Y6Q9;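 active = inhibition above a per-campaign cutoff, the mean of all compounds plus 3 SD, cut at about 60% in these data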;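 also: 0% = DMSO-treated cells and 100% = gossypol-treated cells at 36 µM; higher means less SRC3-driven luciferase light from the GAL4 reporter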
NR5A2 inv ag: LRH-1 (NR5A2) inverse agonists, primary screen, cell-based, luminescence, HEK293T, StAR-luciferase reporter | Nuclear receptor subfamily 5 group A member 2 (Homo sapiens), O00482 | LRH-1 transfected, 24 h | inhibition, % at 3.6 µM | 0.13% of 360,000 active | AID 602396, 2012;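 active = inhibition above the mean inhibition of all tested compounds plus 3 SD, cut at about 73% in these data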;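 also: 0% = DMSO wells and 100% = reporter-only cells lacking LRH-1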
NCOA1 inh: SRC1 coactivator transcriptional activity inhibitors, primary screen, cell-based, luminescence; 0.12% of 360,000 active; Nuclear receptor coactivator 1 (Homo sapiens), Q15788; AID 588354, 2011; inhibition, % at 3.6 µM; HEK293 GAL4-SRC1 luciferase reporter;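 active = inhibition above the campaign mean plus 3 SD, with each screening campaign given its own cutoff, cut at about 60% in these data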;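 also: 0% = DMSO treated cells and 100% = gossypol at 36 µM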
NOD2-RIPK2 inh: NOD2-RIPK2 binding disruptors in cells, primary screen, fluorescence, CHO cells, BLA complementation; inhibition, % at 4.98 µM; CCF4 ratio; 0.38% of 360,000 active; AID 624267, 2012; Receptor-interacting serine/threonine-protein kinase 2 (Homo sapiens), O43353; in the data active = inhibition above about 21%;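 also: 0% = vehicle only and 100% = reference blocker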
Vif inh: HIV Vif self-association inhibitors, primary screen, imaging, HEK293T, single point; HEK293T cells, Vif self-association by quenched fluorescence, 24 h; inhibition, % at 7.49 µM; 0.35% of 340,000 active; AID 602346, 2012; in the data active = inhibition above about 50%, passing the limit was not always enough; also: some results filed as inactive read as strong as hits
TROY NFkB inh: inhibitors of TROY-driven NF-kB signaling, primary screen, Q293 LMP1-TROYcd cells, NF-kB luciferase, uHTS; 0.98% of 360,000 active; inhibition, % at 10 µM; Q293 LMP1-TROYcd NF-kB luciferase reporter, 4 h;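 active = compounds whose plate-normalised and pattern-corrected inhibition of the luciferase reporter signal at the single screening dose is 50% or more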
C8 TRAIL sens: viability loss with TRAIL in NB7+C8 cells, primary screen, TRAIL sensitizer project, cell-based, ATPlite luminescence. inhibition (viability loss, TRAIL sensitization), % at 10 µM. 1% of 360,000 active;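 active = compounds causing at least 50% loss of cell viability in the single-dose screen, relative to plate controls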
NR2F2 inh: NR2F2 transcriptional activity inhibitors, primary screen, cell-based, luciferase reporter, HEK293T, luminescence; 0.7% of 370,000 active; inhibition, % at 8.6 µM; COUP transcription factor 2 (Homo sapiens), P24468; HEK293T NGFI-A luciferase reporter;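 active = inhibition above a per-plate cutoff, mean inhibition of test wells between control levels plus 3 SD, cut at about 38% in these data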;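 also: cells cotransfected with COUP-TFII expression vector driving the NGFI-A reporter; 0% = median of COUP-TF2 test wells and 100% = reporter-only cells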
LMP1 NFkB inh: EBV LMP1-driven NF-kappaB luciferase reporter inhibitors, primary screen, cell-based, luminescence, single point; inhibition, % at 12.5 µM; 0.69% of 350,000 active; LMP1-induced NF-kappaB luciferase reporter cells; AID 504558, 2011; in the data active = inhibition above about 41%;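 also: 0% = neutral control wells and 100% = reference inhibitor control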
TLR9-MyD88 block: inhibitors of TLR9-MyD88 association in cells, primary screen, cell-based, CHO, BLA complementation, fluorescence; CCF4 FRET ratio; inhibition, % at 4.98 µM; Toll-like receptor 9 (Homo sapiens) + Myeloid differentiation primary response protein …; 0.21% of 340,000 active;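 active = inhibition above the mean over all tested compounds plus 3 SD, cut at about 21% in these data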;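 also: 0% = DMSO only wells and 100% = clavulanate BLA inhibitor control wells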
The depositor's hits bear a star; / = no result given.

The opening 3 records as a preview:
SMILES	NCOA2 inhibitor	NCOA3 inh	NR5A2 inv ag	NCOA1 inh	NOD2-RIPK2 inh	Vif inh	TROY NFkB inh	C8 TRAIL sens	NR2F2 inh	LMP1 NFkB inh	TLR9-MyD88 block
Cc1cc(/C=C2\SC(=O)N(C)C2=O)c(C)n1-c1ccc(O)cc1	4	5	10	25	1	-13	18	27	50*	-75	8
Cn1c(CN2CCN(C(=O)c3ccco3)CC2)nc2cc([N+](=O)[O-])ccc21	17	-4	-37	-20	-5	-5	11	9	-19	2	11
COCCn1nnnc1CN1CCC(O)(c2cccc(C(F)(F)F)c2)CC1	-2	15	21	-17	2	2	9	-5	-5	-4	3

The listing, repeating the preview:
SMILES	NCOA2 inhibitor	NCOA3 inh	NR5A2 inv ag	NCOA1 inh	NOD2-RIPK2 inh	Vif inh	TROY NFkB inh	C8 TRAIL sens	NR2F2 inh	LMP1 NFkB inh	TLR9-MyD88 block
Cc1cc(/C=C2\SC(=O)N(C)C2=O)c(C)n1-c1ccc(O)cc1	4	5	10	25	1	-13	18	27	50*	-75	8
Cn1c(CN2CCN(C(=O)c3ccco3)CC2)nc2cc([N+](=O)[O-])ccc21	17	-4	-37	-20	-5	-5	11	9	-19	2	11
COCCn1nnnc1CN1CCC(O)(c2cccc(C(F)(F)F)c2)CC1	-2	15	21	-17	2	2	9	-5	-5	-4	3
O=C(CN(C(=O)CNC(=O)c1ccco1)c1ccc(Cl)c(Cl)c1)NC1CCCCC1	4	24	12	3	6	7	18	-3	-11	5	5
Cc1ccc(CN(C(=O)Cc2cccs2)C(C(=O)NC2CCCC2)c2ccncc2)cc1 (stereo unspecified)	18	1	6	-5	-3	5	4	-2	-9	1	-8
O=C(O)c1cc([N+](=O)[O-])ccc1NCCc1ccccc1	-2	14	11	-2	1	2	-6	-5	-18	-3	11
O=C(NC1(C(F)(F)F)OCCO1)c1ccc(F)cc1	-20	14	-4	-5	4	2	15	13	15	-8	7
COc1ccc(-c2cc(C(=O)NCCCn3ccnc3)c3ccccc3n2)c(OC)c1	13	6	4	-5	-6	-6	-10	-16	-14	-7	-3
CN1C(=O)S/C(=C\c2ccc(-n3cncn3)cc2)C1=O	-17	15	5	2	-6	-4	-16	-2	16	9	-3
CC(C)C(=O)NC(CC(=O)O)c1ccccc1 (stereo unspecified)	-19	7	1	-5	4	-3	1	-6	-6	-2	-4
CC(C)CN1C(=O)c2ccc(C(=O)NCc3ccccn3)cc2C1=O	19	28	3	-30	4	8	1	11	8	-4	5
Cc1nn(CCC#N)c(C)c1Oc1ccccc1O	0	-5	10	3	-12	1	-11	-3	4	-3	7
N#Cc1c(SCC(=O)OCc2ccccc2)nsc1SCC(=O)OCc1ccccc1	1	-3	6	1	0	4	1	-8	13	3	5
COc1ccc(N(C)S(=O)(=O)c2cccc(C(=O)Nc3ccc(N4CCOCC4)cc3)c2)cc1	0	-11	-1	12	-10	-8	9	4	25	3	-10
CNc1ncnc2c1ncn2[C@H]1CN(CCOC)C[C@@H](CO)O1	-35	-12	8	-13	-9	/	-3	5	-1	/	/
COc1ccc(N2CCN(CCNC(=O)Nc3ccc(Cl)cc3)CC2)cc1	-2	9	6	-12	4	-6	13	0	17	12	-1
CN(C)CCSc1nnc2sc3ccccc3n12	-31	6	10	-18	4	-59	21	-3	-8	-4	-4
COc1ccc(OC)c(NS(=O)(=O)c2cc(OC)ccc2OC)c1	-1	9	15	-2	-26	0	1	-1	3	7	2
CCOc1ccc(NS(=O)(=O)c2ccc(SC)cc2)cc1	20	12	4	13	3	5	/	-14	7	8	3
Cc1cccc(NC(=O)Nc2ccccn2)c1C	-14	-66	-22	-17	-1	-7	-78	-10	-6	-24	3
COc1ccccc1CN(CC(=O)NCc1ccc2c(c1)OCO2)C(=O)c1ccc2c(c1)OCCO2	-17	-9	0	2	-6	-3	18	4	8	-4	-6
CC(c1ccccc1)n1c(-c2ccc(C(C)(C)C)cc2)n[nH]c1=S (stereo unspecified)	/	-5	-2	-4	9	-2	-8	0	/	6	-2
N=c1c(C(=O)NCc2ccco2)cc2c(=O)n3ccccc3nc2n1Cc1ccc(Cl)cc1	-12	-9	-15	-3	-6	/	1	21	-1	9	-24
COc1cccc(C(C)(O)c2nc(-c3cccc(C(F)(F)F)c3)cs2)c1 (stereo unspecified)	-9	21	23	-5	-4	/	4	7	6	/	/
O=C1N=c2ccc([N+](=O)[O-])cc2=C1c1sc(=O)[nH]c1O	-21	2	1	2	-1	10	-20	0	12	4	-1
Other records
SMILES	NCOA2 inhibitor	NCOA3 inh	NR5A2 inv ag	NCOA1 inh	NOD2-RIPK2 inh	Vif inh	TROY NFkB inh	C8 TRAIL sens	NR2F2 inh	LMP1 NFkB inh	TLR9-MyD88 block
Cc1ccc(NC(=O)CSc2nnc(C3CC3)n2C)cc1S(=O)(=O)N1CCCCC1	-1	4	-16	10	1	-3	7	-12	-3	0	-2
Cc1c(/C=N\NC(=O)C2COc3ccccc3O2)c2ccccc2n1C (stereo unspecified)	25	11	21	-3	8	40	23	9	-60	0	5
CCCCn1c(N)c(N(CCOC)C(=O)CCCn2c(=O)oc3ccccc32)c(=O)[nH]c1=O	16	8	-7	-8	-6	-17	30	-8	14	-9	-5
Cc1ccc(NC(=O)Nc2ccc3c(c2)CCC3)c(C)c1	2	-8	-6	-51	-5	0	10	10	5	1	1
CSc1ccccc1NC(=O)COc1ccccc1Cl	-1	-23	-43	-36	-9	-6	-17	5	-22	-11	-3
CN(C)CCCN1CC(=O)N2[C@@H](Cc3c([nH]c4ccccc34)C2(C)C)C1=O	-8	-2	7	-9	-10	6	12	2	-8	3	-16
COCCCNC(=S)Nc1cccc(S(=O)(=O)NC2=NCCC2)c1	4	8	8	1	-2	11	-7	-5	21	-3	12
O=C(Cn1ccc([N+](=O)[O-])n1)NCc1ccccc1	-33	14	-11	14	-5	0	-14	-31	10	0	-4
CCOc1ccc(N=Cc2ccc(N(C)C)cc2)c(O)c1	/	-67	-24	-81	4	-3	-40	14	/	-14	-7
COc1ccc(Sc2ccc(-c3nc4cnccn4c3NC3CCCCC3)cc2OC)cc1	-9	-43	8	2	13	11	31	23	-20	-13	13
COc1ccc(N(C(=O)CNC(=O)c2ccco2)C(C(=O)NC2CCCCC2)c2ccncc2)cc1 (stereo unspecified)	-3	-16	-6	19	-2	2	-9	-6	8	0	0
COc1ccc(/C=N/n2c(-c3ccccc3)n[nH]c2=S)cc1	-15	-16	15	6	-1	-2	18	3	2	-20	5
CCC(C)NC(=O)CS(=O)Cc1nc(-c2cccc(OC)c2)oc1C (stereo unspecified)	16	1	-18	-16	2	7	9	-1	-3	1	9
Cc1cccc(-c2nc(CSCC(=O)N3CCN(Cc4ccc5c(c4)OCO5)CC3)c(C)o2)c1	20	14	-1	-38	-6	-7	28	-3	24	14	-2
CCN(CC(=O)Nc1cc(Cl)ccc1C)C(=O)c1ccc2c(=O)n3c(nc2c1)CCC3	-26	4	23	-11	-9	-2	-28	6	-1	9	5
CN(C)CCCNC(=S)Nc1ccc(Oc2ccccc2)cc1	4	6	0	17	-1	-1	21	-4	1	1	11
CC(C)Oc1ccc(F)cc1-c1cc(C(=O)Nc2ccc(C(C)(C)C)cc2)[nH]n1	4	-9	-12	12	-10	0	-17	3	-7	/	/
CC(NC(=O)CCNC(=O)c1ccccc1Cl)c1ccc(-n2ccnc2)cc1 (stereo unspecified)	11	0	1	-4	-2	-3	6	3	-5	7	5
CC(C)c1ccc(N)c(S(=O)(=O)O)c1	23	12	-4	11	6	-4	9	1	9	-11	-1
COc1ccc(C2C(C(=O)OCC(=O)NC(C)(C)C)CCC(=O)N2c2ccc(C)cc2)cc1OC (stereo unspecified)	16	10	-12	5	-2	-4	-1	5	0	-3	-5
COc1ccccc1NC(=O)C(C)OC(=O)CCC1CCCCC1 (stereo unspecified)	-3	6	-3	11	-16	7	-2	3	-5	33	8
O=C1/C(=C/c2ccc(F)c(F)c2)CSc2sccc21	-7	-10	10	-3	-5	/	0	-2	1	-4	-5
CC(C)NC(=O)CCn1ccc2cc(S(=O)(=O)N3CCCC3)ccc21	14	0	6	-4	-2	-2	-3	1	-6	-10	-15
Cc1occc1-c1nnc(SCC(=O)c2ccccc2)n1CC1CCCO1 (stereo unspecified)	3	2	-8	-30	-3	16	-15	-14	5	2	-4
CCn1cc(CN2CCCC(C(=O)Nc3cccc(-n4cccn4)c3)C2)cn1 (stereo unspecified)	9	0	-5	1	-5	-16	4	-13	-3	-7	-4
(list continues)
SMILES	NCOA2 inhibitor	NCOA3 inh	NR5A2 inv ag	NCOA1 inh	NOD2-RIPK2 inh	Vif inh	TROY NFkB inh	C8 TRAIL sens	NR2F2 inh	LMP1 NFkB inh	TLR9-MyD88 block
O=C1CCCc2ccccc2N1Cc1ccc(Cl)cc1Cl	-6	8	2	8	-1	-3	22	-1	9	0	-19
Cc1ccc2nc(C(C)O)[nH]c2c1 (stereo unspecified)	-5	8	-3	11	-21	/	-14	10	-19	4	-9
Cc1ccc(S(=O)(=O)N2CCOCC2)cc1C(=O)Nc1cccc(S(=O)(=O)N2CCCC2)c1	4	0	0	-15	-11	-6	12	-4	23	3	-4
COc1ccc(CNC(=O)C(c2ccc(O)cc2)N(Cc2ccco2)C(=O)c2snc(C(N)=O)c2N)cc1 (stereo unspecified)	3	8	27	16	5	-9	0	13	-5	0	2
CCC1NC(C(=O)O)Cc2c1[nH]c1ccccc21 (stereo unspecified)	-13	21	19	14	0	-6	-3	-8	1	-4	-2
C=CCNC(=O)C1CC=CCC1C(=O)O (stereo unspecified)	-2	-9	-1	10	-22	-3	-9	-18	1	5	-2
COc1cccc(NC(=O)Cn2nc(Cc3cccnc3)c3ccccc3c2=O)c1	14	-7	-7	-4	-3	-8	0	-3	8	3	8
CCCCCN(C(=O)CCC(=O)OC(C)C(=O)c1ccccc1)c1c(N)n(CCCC)c(=O)[nH]c1=O (stereo unspecified)	-3	-1	-3	-9	3	3	-21	13	-3	-3	0
O=C(c1cnn2c(C(F)F)cc(-c3ccccc3)nc12)N1CCN2CCCC2C1 (stereo unspecified)	6	-9	-4	-20	-1	-4	10	-2	6	10	1
COc1ccc(-c2c(C)nc3c(-c4ccsc4)cnn3c2N)cc1	-57	-62	-94	-82	-6	2	57*	41	-29	-30	11
Cn1nc(NC(=O)CC23CC4CC(CC(C4)C2)C3)c2c(F)cccc21	-11	0	9	6	-4	-7	-5	-2	-5	-2	-12
CCOC(=O)C1=C(c2ccccc2)NC(=S)NC1c1cccc([N+](=O)[O-])c1 (stereo unspecified)	21	-12	17	4	-1	-7	9	-7	2	13	-15

An excerpt; count on the stated rates, not on these rows.
